Screening data: PubChem BioAssay, several laboratories
rCAG RNA binder: r(CAG) repeat RNA binding; TO-PRO-1 dye displacement fluorescence; inhibition, % at 3 µM; actives 1.3% (n = 370,000);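 active = inhibition above the plate cutoff, the mean of all test compounds on that plate plus 3 SD, cut at about 35% in these data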;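 note: 0% = DMSO alone and 100% = 100 µM mitoxantrone as full dye displacement; higher means more dye released from RNA so lower well fluorescence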
SIAE inh: human SIAE inhibition, primary screen; Q9HAT2; SIAE FP-Rh probe binding, fluorescence polarization; inhibition, % at 9.66 µM; actives 0.69% (n = 370,000);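 active = inhibition above a cutoff: mean of compounds within the control limits plus 3 SD of those, cut at about 17% in these data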;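 note: 0% = plate median of compound wells and 100% = probe without SIAE protein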
NPR1 activator: GC-A (human) enzyme activation; P16066; HEK293 GC-A cells, cGMP TR-FRET, EC30 ANP; 0% at EC30 ANP, 100% saturating ANP; activation, % at 10 µM; actives 0.14% (n = 370,000); AID 1671463; in the data active = activation above about 40%
GC-B act: GC-B (human) receptor activation | P20594 | HEK293-GC-B cells, CNP EC30, cGMP TR-FRET; 0% at EC30 CNP, 100% saturating CNP | activation, % at 10 µM | actives 0.11% (n = 370,000) | AID 1920062;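 active = activation at 10 µM reaching about 35% in either raw or pattern-adjusted values, limit read from the data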
HTRA1 inh: blocks human HTRA1 serine peptidase; recombinant HTRA1, FP-rhodamine activity-based probe, fluorescence polarization; inhibition, % at 5.96 µM; actives 0.5% (n = 340,000); AID 504803; in the data active = inhibition above about 36%;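 note: 0% = enzyme with DMSO and 100% = wells lacking enzyme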
ABHD4 inh: inhibitors of mouse ABHD4 | AID 720543 | Q8VD66 | purified mABHD4, FP-Rh probe fluorescence polarization | inhibition, % at 8.92 µM | actives 0.54% (n = 370,000);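 active = inhibition exceeding the mean over every tested compound plus 3 SD, cut at about 30% in these data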;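 note: 0% = plate median of compound wells and 100% = S159A mutant with DMSO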
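Assay system: Wild-type mouse ABHD4 protein | Medium: HEPES pH 7.0 buffer, 150 mM NaCl, 0.01% Pluronic F-127 | Incubation: Enzyme–compound pre-incubation 45 min, then probe 60 min, both 25 °C | Technique: Fluorescence polarization with parallel and perpendicular emission, 525/598 nm | Evaluation: % inhibition of FP-Rh probe binding versus controls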
PRMT1 inh: blocks human protein arginine methyltransferase 1; inhibition, % at 2.79 µM; recombinant PRMT1, activity-based probe fluorescence polarization; Q99873; actives 1.3% (n = 370,000);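 active = inhibition above about 21% made by adding two undisclosed values, limit read from the data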
TCR CD3 inh: inhibitors of human TCR-CD3 interaction; TAMRA-labeled TCR probe fluorescence, biochemical; inhibition, % at 9.4 µM; actives 0.37% (n = 360,000); in the data active = inhibition above about 19%;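 note: recombinant mutant TCR 2C K166C tagged with TAMRA read by polarization; 0% = receptor in buffer alone and 100% = receptor with positive control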
UHRF1 MBD2 ctr: UHRF1 methyl-DNA binding inhibition; Q96T88; UHRF1 binding to methylated oligo, TR-FRET; inhibition, % at 4.4 µM; actives 0.75% (n = 370,000); in the data active = inhibition above about 21%;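 note: UHRF1 SRA domain binding a hemimethylated CpG hairpin DNA probe; 0% = median of test compound wells and 100% = reference inhibitor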
Target sequence (Q96T88 whole entry, looked up, the tested form may be a part): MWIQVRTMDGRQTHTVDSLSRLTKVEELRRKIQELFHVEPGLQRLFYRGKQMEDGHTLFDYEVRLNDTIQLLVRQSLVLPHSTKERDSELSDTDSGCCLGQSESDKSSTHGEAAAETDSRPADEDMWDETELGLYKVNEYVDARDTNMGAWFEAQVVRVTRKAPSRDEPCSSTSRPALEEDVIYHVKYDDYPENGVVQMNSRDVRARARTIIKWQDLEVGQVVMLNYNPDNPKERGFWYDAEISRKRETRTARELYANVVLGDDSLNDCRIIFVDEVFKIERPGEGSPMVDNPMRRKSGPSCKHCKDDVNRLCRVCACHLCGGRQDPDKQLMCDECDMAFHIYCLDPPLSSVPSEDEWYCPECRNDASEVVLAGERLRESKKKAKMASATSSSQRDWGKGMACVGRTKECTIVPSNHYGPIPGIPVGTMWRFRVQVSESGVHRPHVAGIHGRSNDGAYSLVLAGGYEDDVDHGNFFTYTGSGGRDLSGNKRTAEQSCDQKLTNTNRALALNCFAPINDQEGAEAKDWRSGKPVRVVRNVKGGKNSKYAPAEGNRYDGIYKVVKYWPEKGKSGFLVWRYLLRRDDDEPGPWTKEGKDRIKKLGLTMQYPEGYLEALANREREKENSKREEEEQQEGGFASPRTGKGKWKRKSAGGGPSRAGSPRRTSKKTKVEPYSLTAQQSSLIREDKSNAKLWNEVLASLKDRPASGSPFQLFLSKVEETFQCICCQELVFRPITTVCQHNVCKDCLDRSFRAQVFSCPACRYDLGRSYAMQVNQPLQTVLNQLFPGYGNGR
MBD2 DNA inh: inhibitors of human MBD2 binding to methylated oligonucleotide. TR-FRET. Q9UBB5. inhibition, % at 4.4 µM. actives 0.31% (n = 370,000). AID 686964; in the data active = inhibition above about 13%
* = called active by the depositor; . = not tested or not shown.

SMILES	rCAG RNA binder	SIAE inh	NPR1 activator	GC-B act	HTRA1 inh	ABHD4 inh	PRMT1 inh	TCR CD3 inh	UHRF1 MBD2 ctr	MBD2 DNA inh
Cn1c(/C=C/c2ccc(Cl)cc2)c([N+](=O)[O-])c(=O)n(C)c1=O	-2.2	3.8	-0.4	-1.8	-3.8	-4.2	1.2	3.3	20.8*	9.9
C[C@H](CO)N1C[C@H](C)[C@@H](CN(C)C(=O)NC2CCCCC2)Oc2ccc(NS(C)(=O)=O)cc2C1=O	-0.4	-2.8	1.8	-1.4	-2.1	7.4	-1.4	7.8	-3.9	-3.3
CCOC(=O)c1cc2sc(C)cc2n1CC(=O)N1CCc2ccccc21	-0.9	-2.1	8.2	7.3	-3.8	-2.7	-1.5	-0.6	1.9	-1.4
O=S(=O)(Nc1ccon1)c1ccc(F)c(F)c1	-0.1	-2.3	2.0	2.9	3.0	-2.0	-0.7	2.6	0.6	0.2
CC(=O)C(CC(=O)N1CCCc2ccccc21)C(=O)Nc1ccc(F)cc1 (stereo not given)	-0.9	-5.5	1.9	-2.9	2.5	4.2	0.1	-5.2	-0.7	0.8
Cn1cc(S(=O)(=O)N2CCCC2)cc1C(=O)NCc1ccc(F)cc1	3.7	7.5	0.5	-1.7	4.5	-8.7	-5.0	-3.2	1.6	-7.3
COc1ccc(CN2CCNC(=O)C2CC(=O)NCCSc2nccn2C)c(OC)c1 (stereo not given)	-1.0	-5.8	1.9	6.9	3.0	0.6	-1.6	9.1	-2.3	-1.6
Cc1cccc(NC(=O)Nc2nc3ncccn3c2-c2ccc(F)cc2)c1	4.4	1.0	2.9	-0.3	.	6.4	2.0	.	0.0	-6.5
O=c1cc(-c2ccccc2)nc(SCc2ccc(F)cc2)[nH]1	5.1	0.4	-0.3	-6.5	-8.5	2.9	-2.1	9.7	-6.1	2.0
CN(C(=O)COC(=O)c1ccc(S(=O)(=O)N2CCOCC2)cc1)c1ccccc1	1.0	-5.3	3.6	1.4	-0.9	6.3	-1.0	-6.8	0.2	1.3
COc1ccc(NS(=O)(=O)c2cccc(C(=O)OCC(=O)N3CCN(c4ccc(OC)cc4)CC3)c2)cc1	11.4	6.1	-9.4	-13.9	-2.3	6.0	-2.2	3.8	-1.0	1.1
O=C1CC(c2cccc(Br)c2)c2cc3c(cc2N1)CCC3 (stereo not given)	0.2	0.3	-27.2	-10.5	-45.2	-12.3	0.8	0.0	1.2	1.0
O=C(CCNC(=O)c1ccc(Br)cc1)NCC(c1ccco1)N1CCCCC1 (stereo not given)	-2.9	12.5	-3.5	-0.2	4.7	-2.8	-4.6	-3.7	-0.8	-2.6
Oc1ccc(-c2nnc(SCc3ccccc3)o2)cc1	0.9	4.3	3.8	-0.6	-5.2	-11.3	-1.3	-3.2	2.1	-0.9
Cc1ccc(C(NC(=O)c2ccccc2S(C)(=O)=O)c2ccccc2)cc1 (stereo not given)	1.9	3.3	-4.2	-8.9	-0.1	-1.6	0.1	6.3	-0.4	0.9
N#C/C(=C\c1ccccc1)C(=O)Nc1nncs1	-2.6	-3.0	4.2	0.0	8.2	-12.4	8.8	-9.0	2.4	2.3
CCOC(=O)/C(=N\Nc1ncnc2ccccc12)c1ccc(OC)cc1	16.8	-0.4	1.9	-4.4	5.3	4.1	1.2	3.7	-2.0	-1.0
O=S1(=O)c2c(NCc3ccco3)cccc2Oc2ccccc2CN1Cc1cn(Cc2ccccc2C(F)(F)F)nn1	13.8	11.3	0.9	4.3	.	-8.3	0.9	.	-0.7	3.6
COc1ccc(C=CC(=O)c2c(OC)cc(OC)c(OC)c2O)cc1	8.2	-21.2	5.0	5.2	-4.3	-0.9	8.4	-5.2	4.3	13.0
Cc1ccc(C(=O)C2=C(O)C(=O)N(c3ncccn3)C2c2ccc(F)cc2)o1 (stereo not given)	0.5	-2.9	3.4	1.4	6.1	14.3	3.6	-3.1	-1.7	0.8
O=c1cc(NCc2ccccc2)[nH]c(=O)[nH]1	-0.5	-4.1	2.0	1.8	5.0	-1.1	0.2	1.1	0.1	-0.4
CCOc1ccc(NC(=S)NN(C)C(=S)Nc2ccc(OCC)cc2)cc1	6.9	9.7	-2.7	-1.8	-1.7	-16.9	6.4	-2.3	5.5	3.3
C#CCOCCOCCOCCNc1nc(N2CCN(C(=O)C(Cc3ccc(O)cc3)n3cc(C(N)CC(C)C)nn3)CC2)nc(N2CCN(C(=O)C(Cc3ccc(O)cc3)n3cc(C(N)C(C)CC)nn3)CC2)n1 (stereo not given)	4.8	-1.2	3.9	4.5	-4.5	4.9	0.2	-2.6	3.2	-3.2
COc1cccc(/C=C2\Oc3cc(OCC(=O)N4CCCCC4)ccc3C2=O)c1OC	2.3	-12.8	7.0	-1.7	-13.1	-6.0	3.4	-0.4	-0.8	-3.8
COc1cc(OC)nc(C(NC(=O)C2CCN(Cc3c[nH]c4ccccc34)CC2)c2ccc(Cl)cc2)n1 (stereo not given)	1.6	-4.8	-22.8	-7.0	.	9.0	-0.3	-0.3	-0.1	-1.7
Cc1cc(C(=O)Cn2ncc(Cl)c(Cl)c2=O)c(C)n1CC(F)(F)F	12.0	-5.0	45.1*	55.9*	-6.2	10.1	7.4	1.2	2.6	2.0
CC(C)(C)NC(=O)Cn1c(SCC(=O)NCc2cccs2)nc2ccccc21	-3.3	-2.0	0.1	-3.0	0.3	2.0	-4.8	-2.8	-2.5	1.2
COc1ccc(CCNC(=O)C2CC(c3cc(C(F)(F)F)cc(C(F)(F)F)c3)=NO2)cc1 (stereo not given)	-4.5	-3.5	-3.9	-8.5	-7.4	5.0	1.2	0.5	8.8	3.7
CCC(C(=O)Nc1cccnc1)c1ccccc1 (stereo not given)	-1.0	1.1	-1.6	-2.1	1.3	-2.5	-5.0	-1.7	0.6	3.3
Cc1nc(-c2ccc(S(=O)(=O)Nc3cccc(S(N)(=O)=O)c3)s2)cs1	4.5	1.1	1.6	1.2	.	0.4	-2.1	7.7	1.2	-4.2
CCCC(=O)Nc1ccc(C(=O)N/N=C/c2ccc[nH]2)cc1	-0.9	4.4	-1.3	2.7	2.4	-0.4	-3.1	3.9	0.1	0.3
CCCCN1CCN(C2=Nc3ccccc3Sc3ccccc32)CC1	-0.3	1.5	-27.3	-29.2	.	4.8	-5.2	.	-3.6	-2.6
CSc1ccc(OC2(C)CCN(Cc3ccc(-c4ccccn4)cc3)C2)cc1 (stereo not given)	-0.1	-1.0	-3.4	-2.1	.	-3.6	-3.8	2.7	-1.2	3.1
COc1ccc(Cc2noc(-c3ccc(OC)c(OC)c3)n2)cc1OC	-8.1	-2.6	6.8	5.5	-2.7	0.3	-1.8	-6.2	-1.5	0.3
O=C(CN(c1ccccc1)S(=O)(=O)c1ccc(F)cc1)NC1CCS(=O)(=O)C1 (stereo not given)	-4.3	1.7	0.2	5.0	1.6	3.7	0.7	5.3	-0.4	0.7
C[C@H](CO)N1C[C@H](C)[C@H](CN(C)Cc2ccncc2)OCc2ccccc2-c2c(n(C)c3ccccc23)C1=O	2.2	-5.9	-7.0	-3.3	-0.9	4.2	-0.7	4.5	-0.2	-1.4
CN1CCC(C2(O)c3ccccc3CSc3sccc32)CC1 (stereo not given)	2.1	-4.7	-10.2	-7.8	1.2	1.5	-2.9	0.3	-2.8	-2.6
CC1CCCC(C)N1C(=O)CSCc1ccc(Cl)cc1 (stereo not given)	-8.6	-1.5	-2.9	-1.9	-2.5	-0.7	5.4	6.2	-1.6	5.6
O=C(c1cnsn1)N1CCN(c2ccccc2)CC1	0.6	1.9	-1.6	3.0	-1.9	1.2	-3.3	-3.2	4.1	-4.6
Cc1occc1C(=O)Nc1cc(C(C)(C)C)on1	-3.6	-7.8	-0.7	1.5	-2.1	1.9	-0.4	7.1	-0.4	5.8
COC(=O)c1cc(C(=O)OCC(=O)N2CCCCC2)cc([N+](=O)[O-])c1	-1.7	3.8	0.2	0.9	-1.4	2.8	1.6	-1.6	3.6	3.2
Cc1ccc(C(=O)NC2CCCCN(Cc3cccc(F)c3)C2=O)cc1 (stereo not given)	-1.0	0.2	-1.3	-3.7	.	-0.7	-0.8	.	2.0	2.9
CC(C)(C)c1cc(CNC2CS(=O)(=O)C[C@@H]2O)cc(C(C)(C)C)c1O (stereo not given in full)	-4.5	-2.3	3.7	-1.0	-11.0	-2.7	0.9	8.1	-3.1	0.0
O=C(OCc1nc2ccccc2s1)c1ccc(Br)s1	1.8	-5.2	4.4	-0.5	-16.9	-6.9	4.2	3.2	-0.9	-1.3
COCCn1c(=O)[nH]c2cc(C(=O)NCCCN3CCN(c4ccc(F)cc4)CC3)ccc2c1=O	-1.6	-8.5	-3.8	-2.7	4.0	-9.3	1.8	-2.1	9.5	2.2

Reformatted with each value named: 2 of the compounds above
> Cc1ccc(C(=O)NC2CCCCN(Cc3cccc(F)c3)C2=O)cc1 (stereo not given)
- rCAG RNA binder = -1.0
- SIAE inh = 0.2
- NPR1 activator = -1.3
- GC-B act = -3.7
- HTRA1 inh = .
- ABHD4 inh = -0.7
- PRMT1 inh = -0.8
- TCR CD3 inh = .
- UHRF1 MBD2 ctr = 2.0
- MBD2 DNA inh = 2.9
> O=C(CN(c1ccccc1)S(=O)(=O)c1ccc(F)cc1)NC1CCS(=O)(=O)C1 (stereo not given)
- rCAG RNA binder = -4.3
- SIAE inh = 1.7
- NPR1 activator = 0.2
- GC-B act = 5.0
- HTRA1 inh = 1.6
- ABHD4 inh = 3.7
- PRMT1 inh = 0.7
- TCR CD3 inh = 5.3
- UHRF1 MBD2 ctr = -0.4
- MBD2 DNA inh = 0.7

Going on with the list.
SMILES	rCAG RNA binder	SIAE inh	NPR1 activator	GC-B act	HTRA1 inh	ABHD4 inh	PRMT1 inh	TCR CD3 inh	UHRF1 MBD2 ctr	MBD2 DNA inh
O=c1c2ccccc2cnn1Cc1n[nH]c(=S)n1-c1ccc(Cl)cc1	1.6	-1.1	2.0	-1.3	4.1	0.7	-1.9	7.9	-3.9	-2.7
COc1cccc(C(=O)NC2CCN(C(=O)N3c4ccccc4Sc4ccccc43)CC2)c1	-1.5	-1.4	-10.0	-10.4	-46.7	4.0	-0.3	4.1	0.7	-3.1
CC1(C)CC(NC(=O)c2cccc(S(=O)(=O)N(Cc3ccccc3)c3ccccc3)c2)CC(C)(C)N1	0.6	-2.3	-5.1	1.8	-23.8	-1.2	1.0	-6.4	-0.7	2.9
Cc1ccc(C)c(OCc2nnc(N)s2)c1	-2.7	2.3	2.7	2.8	1.6	-1.2	-0.6	5.9	-0.9	-1.4
COCCN(C(=O)c1ccco1)c1nc(-c2ccc(OC)cc2)cs1	3.8	-2.8	-8.8	-1.0	-19.7	-7.5	-2.2	8.3	-2.8	-3.2
COc1ccc(NC(=O)CN(C)CC(=O)N2CCCCCC2)cc1	-1.7	5.0	-0.9	0.2	-0.8	0.3	-2.3	-4.1	1.9	-0.8
C=CCNC(=O)/C(C#N)=C/c1c(N2CCCCCC2)nc2ccccn2c1=O	-10.8	-2.2	-2.5	4.2	7.5	-5.9	1.0	-19.2	-5.3	-7.6
NS(=O)(=O)c1ccc(NC2(C(=O)O)CCCC2)cc1	-2.5	1.1	2.6	3.2	3.2	-2.5	-2.8	-0.5	0.7	-2.1
O=C(NCc1ccco1)c1ccc(S(=O)(=O)N2CCCCCC2)cc1	-0.1	4.9	1.7	4.4	-1.6	4.1	1.5	-1.6	0.7	0.2
CCCCNC(=O)C(NC(=O)c1ccc(C)cc1)C(=O)c1ccccc1 (stereo not given)	-0.8	2.9	-1.9	-0.6	.	-10.9	5.3	-8.8	2.5	3.5

Not all compounds are listed (hit frequency here may not be typical).
